AmpC inh detg – inhibitors of E. coli AmpC beta-lactamase with detergent; P00811; AmpC hydrolysis of nitrocefin, absorbance 480 nm, 0.01% Triton; Potency, µM (doses to about 114 µM), inactives show at the top dose activity change, negative = inhibition, actives largely listed as inhibitors; 370,000 compounds, 0.041% hits; AID 485294;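 further: potency means the concentration at half of the fitted maximal effect; 0% = no-compound wells and -100% = no-enzyme wells; nearly all actives have a fitted effect of over 25% in size; some results filed as inactive show a strong effect at the top dose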
Target sequence (P00811 whole entry, looked up): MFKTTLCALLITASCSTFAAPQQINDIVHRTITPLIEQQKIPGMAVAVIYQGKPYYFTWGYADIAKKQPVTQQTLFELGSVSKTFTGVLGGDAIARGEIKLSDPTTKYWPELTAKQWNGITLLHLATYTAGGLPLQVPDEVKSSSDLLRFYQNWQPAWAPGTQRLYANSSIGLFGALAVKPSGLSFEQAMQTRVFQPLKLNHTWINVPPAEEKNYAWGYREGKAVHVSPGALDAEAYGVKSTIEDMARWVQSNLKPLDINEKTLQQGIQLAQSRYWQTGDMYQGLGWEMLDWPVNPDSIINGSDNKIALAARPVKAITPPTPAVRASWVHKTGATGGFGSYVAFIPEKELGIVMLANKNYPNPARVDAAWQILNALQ
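20 mM phosphate pH 7.0 + 0.01% (detergent screen) or 0.0001% Triton X-100; 5.3 nM AmpC reagent; cpd preinc 15 min RT; nitrocefin (800 uM stock) to start; A480 q20 s × 4 min; Activity was normalised to no-enzyme and no-compound control wells.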
HCMV inh – human cytomegalovirus inhibition; AID 1259415; 410,000 compounds, 4.5% hits; activity change, negative = inhibition, % at 57.5 µM; HFF cells, HCMV-luciferase reporter, 72 h; stronger effect = lower value; in the data active means activity change below about -60%; inconclusive means no clear call, values can overlap the other calls; inactive means above about -39%
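Compounds were evaluated in HFFs infected with an HCMV luciferase reporter virus (MOI 1 PFU/cell). Luciferase in lysates collected 72 h post infection served as the replication measure.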
Sm TGR block – S. mansoni TGR enzyme inhibition | purified TGR, DTNB reduction, TNB absorbance 405 nm | Potency, µM (doses to about 114 µM), without a hit: at the top dose activity change, negative = inhibition, usual class: inhibitors | 360,000 compounds, 3% hits; further: potency means the concentration at half of the fitted maximal effect; nearly all actives have a fitted effect of over 60% in size
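TGR 20 nM + NADPH 100 uM (dispensed conc.), cpd preinc 15 min RT; start with NADPH (500 uM addition) then DTNB (15 mM addition). Kinetic TNB absorbance, 405 nm filter. Four-parameter Hill fit across titration.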
TbPYK inhibitor – inhibitors of Trypanosoma brucei pyruvate kinase | Q57TT1 | TbPYK enzyme, Kinase-Glo Plus ATP luminescence, 45 min | Potency, µM (titrated, usually from 76.8 µM), for inactives: at the top dose activity, negative = inhibition, actives largely listed as inhibitors | 410,000 compounds, 0.12% hits | AID 624173; further: potency means the concentration at half of the fitted maximal effect; nearly all actives have a fitted effect of over 50% in size
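Assay buffer: 50 mM TEA pH 7.2, 100 mM KCl, 10 mM MgCl2, 0.05% BSA, 0.01% Tween-20. Pyruvate kinase from T. brucei plus substrate met compound, then ADP (130 uM final). Luminescence was read post 45 min RT.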
AmpC no deterg – blocks E. coli AmpC beta-lactamase in detergent-free assay. AmpC nitrocefin hydrolysis, absorbance 480 nm, 0.0001% Triton. Potency, µM (titrated, usually from 57.1 µM), without a hit: at the highest dose activity change, negative = inhibition, actives largely listed as inhibitors. 330,000 compounds, 0.52% hits;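 further: potency means the concentration at half of the fitted maximal effect; plate controls were no compound for no effect and no enzyme for full effect; nearly all actives have a fitted effect of over 20% in size; some results filed as inactive show a strong effect at the top dose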
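AmpC (5.3 nM in the dispensed reagent) in 20 mM phosphate pH 7.0 with 0.01% (detergent screen) or 0.0001% Triton X-100 was preincubated with compounds for 15 min at room temperature. Nitrocefin was then added from an 800 uM solution, and hydrolysis was followed at 480 nm.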
AMA1-RON2 inh – disrupts binding of P. falciparum AMA1 to RON2; Potency, µM (series often up to 58.2 µM), for the others: at the top dose activity change, negative = inhibition, hits mostly inhibitors; AlphaScreen AMA1-biotinylated RON2 peptide binding; 360,000 compounds, 0.2% hits; AID 720542;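 further: potency means the concentration at half of the fitted maximal effect; 0% = vehicle wells and -100% = peptide control; nearly all actives have a fitted effect of over 45% in size; some results filed as inactive show a strong effect at the top dose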
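AMA1 (3D7) with his tag at 25 nM final met compounds first, then biotinylated RON2 peptide at 25 nM; detection used donor plus acceptor beads, 10 µg/mL apiece, read by AlphaScreen after 30 min at room temperature.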
LmPK inhibitor – inhibitors of Leishmania mexicana pyruvate kinase; Potency, µM (titrated, usually from 57.5 µM), for the others: at the highest dose activity change, negative = inhibition, hits mostly inhibitors; AID 1721; 290,000 compounds, 0.37% hits; purified LmPK, Kinase-Glo ATP luminescence, 1 h; Q27686; further: potency means the concentration at half of the fitted maximal effect
Target sequence (Q27686 whole entry, looked up): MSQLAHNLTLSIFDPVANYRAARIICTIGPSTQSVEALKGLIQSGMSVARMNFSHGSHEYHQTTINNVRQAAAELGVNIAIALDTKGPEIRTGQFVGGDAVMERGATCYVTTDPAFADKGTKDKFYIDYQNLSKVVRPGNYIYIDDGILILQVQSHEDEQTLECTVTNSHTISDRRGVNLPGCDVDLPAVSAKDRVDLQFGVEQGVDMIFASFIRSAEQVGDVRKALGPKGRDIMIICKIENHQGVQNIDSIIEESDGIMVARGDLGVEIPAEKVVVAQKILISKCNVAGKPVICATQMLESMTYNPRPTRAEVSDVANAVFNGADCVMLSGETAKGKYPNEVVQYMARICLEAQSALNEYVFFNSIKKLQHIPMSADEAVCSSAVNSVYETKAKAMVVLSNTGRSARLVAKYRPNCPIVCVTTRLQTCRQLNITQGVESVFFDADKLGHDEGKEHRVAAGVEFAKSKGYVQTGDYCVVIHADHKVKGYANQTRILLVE
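qHTS format; LmPK 0.1 nM; substrates PEP 0.5 mM and ADP 0.1 mM. One-hour room-temperature incubation, then coupled luciferase luminescence; 0.5 nM enzyme wells mark activation.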
Active calls of the source: *; ? = inconclusive; / = not tested or not shown; [ ] = remark or other dose. Unless noted, the call rests on the fitted dose curve; in most records, active means well fitted curve in the direction sought with a large enough effect; inconclusive means small, poorly fitted or top-dose-only effect, or another doubt; inactive means no such curve, though single readings can be large; an effect the other way counts as inactive or inconclusive. Unless noted, on the % scale 0 is the no-effect control and ±100 the full control effect.

SMILES	AmpC inh detg	HCMV inh	Sm TGR block	TbPYK inhibitor	AmpC no deterg	AMA1-RON2 inh	LmPK inhibitor
Cc1ccc(S(=O)(=O)N(C)CC(=O)N2CC(C)OC(C)C2)cc1 (stereo not drawn)	-4%	12	-3%	3%	12%	0%	-6%
COc1ccc(C(C(=O)NC2CCCCC2)N(C(=O)CCl)c2ccccc2Cl)cc1 (stereo not drawn)	-13%	-98*	-1%	2%	-16%	5%	0%
Cc1ccc(NC(=O)CSc2nnc(C3CC3)n2CC2CCCO2)cc1C (stereo not drawn)	-10%	-18	-13%	-7%	26%	-9%	-1%
CN1CCN(NC(=O)CC(C)(C)C)CC1	-5%	-7	2%	1%	-17%	-14%	4%
CCS(=O)(=O)c1c(S(=O)(=O)CC)c2ccccn2c1C(N)=O	2%	9	-26%	1%	-18%	3%	-5%
COc1ccc(CCN2C(=O)C3CC=C(C)CC3C2=O)cc1OC (stereo not drawn)	-1%	-16	-4%	-14%	-2%	-1%	-6%
CC1CCN(S(=O)(=O)N2CCN(C(=O)c3ccc4c(c3)OCO4)CC2)CC1	0%	6	-7%	0%	17%	0%	-2%
O=C(Nc1cccnc1)c1noc2c1CCCCC2	-4%	21	-2%	-9%	-14%	3%	-28%
NC(=O)c1ccc(NC(=O)CC23CC4CC(CC(Br)(C4)C2)C3)cc1	1%	-33	-11%	4%	-20%	0%	-5%
O=c1[nH]c(=S)[nH]c2c1C(c1ccc(F)cc1)OC(CCC(F)(F)F)C2 (stereo not drawn)	/	9	/	0%	/	102%[activator]	/
COc1cc(OC)c(NC(=O)Nc2ccccc2OCc2cc(=O)n3cc(C)ccc3n2)cc1Cl	14%	29	-3%	6%	/	/	/
CCOC(=O)C(O)(c1ccc(NC(=S)NC(=O)c2ccc(Cl)cc2Cl)cc1)C(F)(F)F (stereo not drawn)	-13%	32	4%	1%	-9%	49%[activator]	0%
Cc1ccc2[nH]c(C)cc(=S)c2c1	2%	?	-19%	8%	34%	0%	0%
Cc1csc(SC(C)C(=O)Nc2ccc(F)cc2Cl)n1 (stereo not drawn)	/	-21	/	6%	-9%	13%	/
COc1ccc(NC(=S)Nc2ccc(S(=O)(=O)N3CCCCC3)cc2)cc1	/	-15	/	-17%	/	18%	/

Random excerpt: six compounds from above, in no set order.
SMILES	AmpC inh detg	HCMV inh	Sm TGR block	TbPYK inhibitor	AmpC no deterg	AMA1-RON2 inh	LmPK inhibitor
CC1CCN(S(=O)(=O)N2CCN(C(=O)c3ccc4c(c3)OCO4)CC2)CC1	0%	6	-7%	0%	17%	0%	-2%
CN1CCN(NC(=O)CC(C)(C)C)CC1	-5%	-7	2%	1%	-17%	-14%	4%
Cc1ccc(S(=O)(=O)N(C)CC(=O)N2CC(C)OC(C)C2)cc1 (stereo not drawn)	-4%	12	-3%	3%	12%	0%	-6%
O=c1[nH]c(=S)[nH]c2c1C(c1ccc(F)cc1)OC(CCC(F)(F)F)C2 (stereo not drawn)	/	9	/	0%	/	102%[activator]	/
CCOC(=O)C(O)(c1ccc(NC(=S)NC(=O)c2ccc(Cl)cc2Cl)cc1)C(F)(F)F (stereo not drawn)	-13%	32	4%	1%	-9%	49%[activator]	0%
COc1ccc(C(C(=O)NC2CCCCC2)N(C(=O)CCl)c2ccccc2Cl)cc1 (stereo not drawn)	-13%	-98*	-1%	2%	-16%	5%	0%

The listing continues.
SMILES	AmpC inh detg	HCMV inh	Sm TGR block	TbPYK inhibitor	AmpC no deterg	AMA1-RON2 inh	LmPK inhibitor
CC(SC(C)C(=O)NN=Cc1c[nH]c2ccccc12)C(=O)NN=Cc1c[nH]c2ccccc12 (stereo not drawn)	/	33	/	9%	/	15%	/
Cc1cccc(C2=N/C(=C/c3cccs3)C(=O)O2)c1	4%	-20	16%	-1%	-24%	-4%	3%
O=C(CSc1nc(O)c(C(c2ccccc2)c2ccccc2)c(=O)[nH]1)N1CCOCC1	1%	15	0%	2%	-10%	-12%	-2%
O=C(NCC1CCCO1)C(c1ccccn1)N(Cc1ccccc1Cl)C(=O)CN1C(=O)c2ccccc2S1(=O)=O (stereo not drawn)	7%	?	5%	6%	205%[activator]	1%	-2%
NC(=O)c1ccccc1NC(=O)c1ccc(-c2ccc(Br)cc2)o1	19%	11	7%	4%	/	/	/
COc1ccc(CN2C(=O)C(CC(=O)NCCCCc3ccccc3)CC(C(=O)N(C(C)C)C(C)C)=C2C)cc1 (stereo not drawn)	/	19	/	-5%	/	13%	/
COCCNC(=O)/C(C#N)=C/c1ccccc1Br	-5%	-34	-10%	-18%	0%[2.29 µM]	-8%	-5%
COc1ccc(N2CC(C(=O)O)CC2=O)cc1 (stereo not drawn)	1%	9	6%	1%	-5%	2%	6%
COc1ccc(C)cc1NC(=O)C(Sc1ccccc1)c1ccccc1 (stereo not drawn)	?	/	0%	/	-10%	/	3%
Cc1ccc(C(C)C)c(OCCSc2nc(-c3cccs3)nc3cc(=O)[nH]n23)c1	-6%	-18	-3%	0%	/	/	/
CCCCC(Sc1nc(N)c(NC(=O)c2ccc(OC)cc2)c(=O)[nH]1)C(=O)O (stereo not drawn)	1%	-33	-1%	-4%	-17%	-3%	3%
CCCC(=O)Nc1ccc(-c2csc(NNC(C)=O)n2)cc1	8%	?	25µM*	-7%	-4%	71%[activator]	1%
CCCCn1c(N)c(N(CC(C)C)C(=O)c2ccc(N3C(=O)CCC3=O)cc2)c(=O)[nH]c1=O	0%	-20	-4%	-3%	1%	0%	/
CCN(CC)c1ccc2cc(C(=O)O)c(=O)oc2c1	-5%	51	-4%	-9%	-18%	18%	-4%
C[C@H](CO)N1C[C@H](C)[C@@H](CN(C)Cc2ccc(Cl)c(Cl)c2)Oc2c(NS(=O)(=O)c3ccc(F)cc3)cccc2C1=O	/	-16	/	1%	284%[activator]	0%	/
O=C1c2ccccc2C2(c3ccccc3)NCCCN12 (stereo not drawn)	3%	-33	0%	1%	-6%	-9%	-5%
CC(C)N(Cc1ccccc1)C(=O)CN1c2cccc3cccc(c23)S1(=O)=O	/	-10	/	2%	-12%	32%[activator]	/
COc1ccc(CN(C)c2ccc(S(=O)(=O)N3CCN(C)CC3)cc2[N+](=O)[O-])cc1OC	-2%	-86*	-14%	0%	206%[activator]	-8%	/
COC(=O)Cn1c(=NC(=O)c2ccc(Cl)s2)sc2cc(F)ccc21	-10%	-3	3%	-8%	-22%	0%	-3%
Cc1ccc(S(=O)(=O)C2(C(=O)Nc3ccc(Cl)c(C(F)(F)F)c3)CC2)cc1	9%	-11	6%	0%	/	/	/
C=CCn1c(O)c(C(CC)=NCc2ccc3c(c2)OCO3)c(=O)[nH]c1=O	0%	22	-6%	-2%	-7%	6%	2%
CCOc1ccccc1NC(=O)C1CC(=O)n2ncnc2N1 (stereo not drawn)	?	104	?	2%	-8%	1%	2%
O=C(Nc1ccccc1)C1=C[C@H](c2coc3ccccc3c2=O)C[C@H](OCCCCO)O1	5%	13	3%	-6%	97%[activator]	-5%	0%
O=[N+]([O-])c1ccc(Oc2ccc(-c3cnc4ccccc4n3)cc2[N+](=O)[O-])cc1	-11%	25	-7%	3%	-20%	7%	2%
CCCN(CCC)C(C(=O)Nc1cccc(OC)c1)c1ccccc1 (stereo not drawn)	0%	33	0%	-13%	-7%	-12%	0%
CC(C(=O)NC1=NCCS1)N1C(=O)c2ccccc2C1=O (stereo not drawn)	-7%	-25	8%	5%	-22%	-13%	2%
COc1ccc(SCC(=O)c2cc(C)c(OC(=S)N(C)C)c(C)c2)cc1	-6%	-19	-8%	-10%	11%	-23%	6%
COc1ccc(C2(C)NC(=O)N(CC3CCCCC3)C2=O)cc1 (stereo not drawn)	2%	-18	-1%	-1%	2%	7%	-5%
Cc1cccc(C(=O)Oc2csc(=S)n2C(=O)c2cccc(C)c2)c1	-9%	-12	-21%	28µM*	-22%	10%	-21%
CC1CCN(c2nc3ccccc3nc2C(C#N)C(=O)OC2CCCCC2)CC1 (stereo not drawn)	-10%	/	-2%	13%	4%	1%	6%

Profiles as entered above. Order of screens: AmpC inh detg | HCMV inh | Sm TGR block | TbPYK inhibitor | AmpC no deterg | AMA1-RON2 inh | LmPK inhibitor
Listed for CCOc1ccccc1NC(=O)C1CC(=O)n2ncnc2N1 (stereo not drawn) → ? | 104 | ? | 2% | -8% | 1% | 2%
Listed for CC1CCN(c2nc3ccccc3nc2C(C#N)C(=O)OC2CCCCC2)CC1 (stereo not drawn) → -10% | / | -2% | 13% | 4% | 1% | 6%

Next section
SMILES	AmpC inh detg	HCMV inh	Sm TGR block	TbPYK inhibitor	AmpC no deterg	AMA1-RON2 inh	LmPK inhibitor
O=C(CNCc1ccccc1)Nc1ccc(F)cc1	5%	10	20%	0%	-22%	4%	-1%
O=C(COc1ccc(Cl)cc1)NNC(=O)c1ccncc1	4%	0	-8%	-1%	-15%	71%[activator]	/
Cc1cccc(NC(=S)Nn2cnnc2)c1C	2%	?	/	-6%	-8%	-9%	-2%
COc1ccc(N(CC2CO2)S(=O)(=O)c2ccc(C)cc2)cc1 (stereo not drawn)	-3%	-29	-31%	-5%	2%	-2%	2%
O=C1NC[C@@H](CCCCN2C[C@H](Cc3ccc(O)cc3)N(CCc3ccccc3)C(=O)C2=O)N(CCc2ccc(O)cc2)C1=O	/	4	/	1%	/	-3%	/

Of the compounds above, these have bromine.
SMILES	AmpC inh detg	HCMV inh	Sm TGR block	TbPYK inhibitor	AmpC no deterg	AMA1-RON2 inh	LmPK inhibitor
NC(=O)c1ccc(NC(=O)CC23CC4CC(CC(Br)(C4)C2)C3)cc1	1%	-33	-11%	4%	-20%	0%	-5%
NC(=O)c1ccccc1NC(=O)c1ccc(-c2ccc(Br)cc2)o1	19%	11	7%	4%	/	/	/
COCCNC(=O)/C(C#N)=C/c1ccccc1Br	-5%	-34	-10%	-18%	0%[2.29 µM]	-8%	-5%

Screening results as filed in PubChem.
